C diff growth: blocks growth of Clostridium difficile; Clostridium difficile clinical isolate growth, OD600, 24 h; hits give low values; growth activity, negative = inhibition, % at 16 µg/mL (by protocol); actives 0.25% (n = 86,000);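 active = mean growth activity at or below -80% and every replicate also at or below -80%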;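 also: 0% = DMSO wells and -100% = levofloxacin 16 µg/mL wells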
GASC1 inh: KDM4C (human) demethylase inhibition. GST-KDM4C 2-372, H3K9me3 peptide, LANCE TR-FRET. actives 0.15% (n = 96,000). Q9H3R0. inhibition, % at 12.5 µM;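 active = mean replicate inhibition above about 25%, with at least 55% of replicates also reaching it, limit read from the data, passing the limit was not always enough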
Target sequence (Q9H3R0 2-372 limits assumed): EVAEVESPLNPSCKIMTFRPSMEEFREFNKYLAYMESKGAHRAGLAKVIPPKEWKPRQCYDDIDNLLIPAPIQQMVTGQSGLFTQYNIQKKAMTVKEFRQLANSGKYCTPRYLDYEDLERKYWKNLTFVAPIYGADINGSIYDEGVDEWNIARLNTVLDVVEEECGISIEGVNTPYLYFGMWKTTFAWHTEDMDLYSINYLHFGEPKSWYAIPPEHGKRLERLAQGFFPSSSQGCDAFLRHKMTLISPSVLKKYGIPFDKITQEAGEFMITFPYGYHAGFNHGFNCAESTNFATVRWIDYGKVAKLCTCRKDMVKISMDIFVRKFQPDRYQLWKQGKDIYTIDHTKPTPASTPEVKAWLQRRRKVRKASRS
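Material: GST-tagged GASC-1 (JMJD2C) catalytic fragment, aa 2-372. Input: enzyme final amount 10 nM. Medium: HEPES buffer, pH 7.5, plus ascorbate. Reagent: H3K9me3 peptide substrate, Fe(II), 2-oxoglutarate. Doses: single dose. Times: reaction 30 min RT, detection step 1 h RT. Measured by: LANCE TR-FRET. Evaluation: Fall in 671/618 emission ratio as inhibition.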
Tcruzi prolif: blocks T. cruzi growth in NIH3T3 culture; inhibition, % at 8.34 µM; actives 5.9% (n = 77,000); T. cruzi beta-gal in NIH3T3, GalScreen luminescence, 90 h;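 active = mean inhibition above about 93%, with at least 55% of replicates each passing it, limit read from the data, passing the limit was not always enough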
Pf Dd2 inh: blocks growth of Plasmodium falciparum Dd2 parasites; P. falciparum Dd2 growth, SYBR Green, 72 h; hits give low values; activity change, % at 10 µM; actives 2.3% (n = 94,000); in the data active = activity change below about -80%
Numbers without * were called inactive; / = not tested or not shown; & = joins results of further samples.

SMILES	C diff growth	GASC1 inh	Tcruzi prolif	Pf Dd2 inh
COc1ccc(S(=O)(=O)N(C)C[C@@H]2Oc3c(NS(=O)(=O)c4ccc(C)cc4)cccc3C(=O)N([C@@H](C)CO)C[C@@H]2C)cc1	1	-1.4	/	-19
C[C@@H]1CCCCO[C@@H](CN(C)CC2CC2)[C@H](C)CN([C@@H](C)CO)C(=O)c2cc(NC(=O)Nc3cccc4ccccc34)ccc2O1	0	-1.9	39	-67
CCC(=O)N1C[C@H](C)[C@H](OC)CN(C)C(=O)c2cc(NC(=O)C3CCOCC3)ccc2OC[C@H]1C	/	1.0	/	23
CCCC(=O)Nc1ccc2c(c1)OC[C@@H](C)N(C(=O)CN(C)C)C[C@H](C)[C@H](OC)CN(C)C2=O	/	0.4	33	6
CO[C@H]1CN(C)C(=O)c2cc(NS(=O)(=O)CC(F)(F)F)ccc2OC[C@H](C)NC[C@H]1C	/	6.1	34	7
Cc1noc(C)c1NC(=O)N(C)C[C@H]1Oc2c(NC(=O)NC(C)C)cccc2C(=O)N([C@H](C)CO)C[C@@H]1C	2	0.8	-10	26
O=C(C[C@@H]1C[C@@H]2c3cc(NC(=O)Nc4ccccc4F)ccc3O[C@@H]2[C@H](CO)O1)NC1CCCCC1	-13	0.7	-10	-3
CCCNC(=O)N1C[C@H]2[C@@H](c3ccccc31)[C@@H](CO)N2Cc1cccc(OC)c1	2	0.8	29	22
C[C@@H]1CCCCO[C@H](CN(C)C(=O)CCCN(C)C)[C@H](C)CN([C@H](C)CO)C(=O)c2cc(NC(=O)c3ccccc3)ccc2O1	-1	3.2	-7	/
COc1ccc(NC(=O)N(C)C[C@@H]2Oc3ccc(NS(=O)(=O)c4ccc(OC)cc4)cc3C(=O)N([C@@H](C)CO)C[C@H]2C)cc1	-6	-0.2	9	45
CN1C(=O)c2cc(NC(=O)C3CC3)ccc2OC[C@H]2O[C@H](CC(=O)NCC3CCCCC3)CC[C@@H]21	-2	1.0	-24	1
C[C@@H]1CN([C@@H](C)CO)C(=O)c2cc(NC(=O)Nc3ccccc3)ccc2O[C@@H]1CN(C)Cc1ccc(Cl)c(Cl)c1	19	-0.3	70	24
C[C@H]1CN([C@@H](C)CO)C(=O)c2c(c3ccccc3n2C)-c2ccccc2CO[C@H]1CN(C)Cc1ccc(O)cc1	21	0.7	/	17
OC[C@@H]1[C@@H](c2ccc(-c3ccc(F)cc3)cc2)[C@@H]2CN(Cc3ccccn3)CCCCN12	-15	0.7	79	-69
Cc1ccccc1S(=O)(=O)N1C[C@H](O)COC[C@@H]2O[C@@H](CC(=O)N3CCCCC3)CC[C@H]21	/	-0.9	32	-8
NCC[C@H]1CC[C@@H](NC(=O)Cc2ccncc2)[C@H](CO)O1	2	0.8	34	-7
COc1ccc2c3c(n(C)c2c1)[C@H](CO)N(C(=O)c1ccc(F)cc1)CC31CN(CC2CCOCC2)C1	-7	0.0	/	-42
COCc1cn([C@@H]2C[C@@H]3O[C@@H](CO)CC[C@@H]3O[C@@H]2CCc2ccc(-c3ccc(OC)cc3)cc2)nn1	-8	/	/	-84*
CCCNC(=O)N1CC2(CCN(S(=O)(=O)CC)CC2)c2c(n(C)c3cc(OC)ccc23)[C@@H]1CO	-11	0.5	/	-18
Cn1cnc(S(=O)(=O)N[C@H]2CC[C@H](CC(=O)NCC3CC3)O[C@H]2CO)c1	-1	2.9	/	13
C[C@H]1CN([C@@H](C)CO)C(=O)Cc2cc(NS(=O)(=O)c3ccc(F)cc3)ccc2O[C@H]1CN(C)Cc1ccncc1	-3	0.4	25	-29
C[C@@H]1CN([C@@H](C)CO)C(=O)Cc2cc(NC(=O)Cc3ccccc3)ccc2O[C@@H]1CN(C)Cc1ccc2c(c1)OCO2	-4	1.1	24	-9
CO[C@@H]1CN(C)C(=O)c2ccc(NC(=O)CN(C)C)cc2OC[C@@H](C)N(C(=O)C2CCOCC2)C[C@H]1C	-4	1.4	-18	37
COc1ccccc1-c1ccc2c(c1)O[C@@H](CN(C)S(=O)(=O)c1ccccc1)[C@@H](C)CN([C@H](C)CO)S2(=O)=O	14	/	90*	-51
COc1ccc(S(=O)(=O)Nc2ccc3c(c2)C(=O)N([C@H](C)CO)C[C@@H](C)[C@@H](CN(C)S(C)(=O)=O)O3)cc1	-1	-0.5	14	11

Another view of two compounds above:
mol,C diff growth,GASC1 inh,Tcruzi prolif,Pf Dd2 inh
C[C@@H]1CN([C@@H](C)CO)C(=O)Cc2cc(NC(=O)Cc3ccccc3)ccc2O[C@@H]1CN(C)Cc1ccc2c(c1)OCO2,-4,1.1,24,-9
O=C(C[C@@H]1C[C@@H]2c3cc(NC(=O)Nc4ccccc4F)ccc3O[C@@H]2[C@H](CO)O1)NC1CCCCC1,-13,0.7,-10,-3

Continuation.
SMILES	C diff growth	GASC1 inh	Tcruzi prolif	Pf Dd2 inh
C[C@H](CO)N1C[C@H](C)[C@@H](CN(C)S(=O)(=O)c2ccccc2)Oc2ccc(NC(=O)CCCCCC(=O)Nc3ccccc3N)cc2C1=O	4	-0.1	/	-16
O=C(Nc1ccc(F)cc1)N[C@H]1CC[C@H](CCNS(=O)(=O)c2cccc(Cl)c2)O[C@@H]1CO	17	-0.3	54	-8
COc1ccccc1CNC(=O)C[C@H]1CC[C@@H]2[C@H](COC[C@@H](O)CN2C(=O)Nc2ccc(Cl)cc2)O1	/	0.2	-31	4
COCc1cn(CC[C@@H]2CC[C@@H](NC(=O)c3ccncc3)[C@H](CO)O2)nn1	/	-0.4	1	-2
COc1ccccc1CN1C[C@H](C)[C@@H](OC)CN(C)C(=O)c2cc(NC(C)=O)ccc2OC[C@@H]1C	/	-1.1	22	5
CNC[C@@H]1Oc2cc(C#CC(C)(C)O)ccc2S(=O)(=O)N([C@H](C)CO)C[C@H]1C	-5	-1.0	-5	-24
C[C@H]1CN([C@@H](C)CO)C(=O)c2cccc(NC(=O)Nc3cccc4ccccc34)c2O[C@@H]1CN(C)C(=O)Nc1ccc(F)cc1	2	-2.8	15	-3
C/C=C/c1ccc([C@@H]2[C@@H](CO)N[C@@H]2CN(C(=O)C2CCCC2)C(C)C)cc1	1	-1.5	-7	3
Cc1noc(C)c1NC(=O)Nc1cccc2c1O[C@H](CN(C)S(=O)(=O)c1ccc(F)cc1)[C@H](C)CN([C@@H](C)CO)C2=O	-7	-0.2	49	-11
C[C@@H]1CN([C@H](C)CO)S(=O)(=O)c2ccc(C#CC3CC3)cc2O[C@@H]1CN(C)C(=O)C1CCCCC1	4	-0.1	89	-28
CC(C)CC#Cc1cnc2c(c1)C(=O)N([C@H](C)CO)C[C@H](C)[C@@H](CN(C)C(=O)CC1CC1)O2	1	5.3	/	-9
C[C@H](CO)N1C[C@H](C)[C@@H](CN(C)S(=O)(=O)c2cccs2)Oc2ccc(N(C)C)cc2C1=O	0	1.8	21	0
COc1ccc(NC(=O)Nc2ccc3c(c2)C(=O)N([C@H](C)CO)C[C@H](C)[C@@H](CN(C)C(=O)Nc2ccc(C(F)(F)F)cc2)O3)cc1	/	-2.4	-146	-7
CO[C@@H]1CN(C)C(=O)c2ccc(NS(C)(=O)=O)cc2OC[C@@H](C)N(Cc2ccccn2)C[C@H]1C	1	-0.2	3	-6
COc1ccc(S(=O)(=O)N(C)C[C@@H]2OCCCC[C@@H](C)Oc3ccc(N(C)C)cc3C(=O)N([C@@H](C)CO)C[C@H]2C)cc1	-1	0.4	5	-36
CN(C)C(=O)c1ccc(-c2ccc([C@@H]3[C@@H](CO)N4C(=O)CN(C(=O)C5CCCC5)C[C@@H]34)cc2)cc1	-4	0.4	/	-17
C[C@@H]1CN([C@H](C)CO)C(=O)c2cccc(NC(=O)c3nc4ccccc4s3)c2O[C@@H]1CN(C)Cc1ccc(C(=O)O)cc1	-1	1.5	31	-33
C[C@@H]1CN([C@H](C)CO)C(=O)c2ccccc2-c2ccccc2CO[C@H]1CN(C)C(=O)CCC(F)(F)F	0	0.3	1	10
C[C@H](NC(=O)C[C@@H]1C=C[C@@H](NC(=O)C2CC2)[C@H](CO)O1)c1ccccc1	7	-0.8	/	8
CO[C@H]1CN(C)C(=O)c2cc(NC(=O)Cc3ccccc3)ccc2OC[C@H](C)N(C(=O)c2ccccc2F)C[C@H]1C	/	-2.7	5	-89*
CCCc1cn(CC[C@H]2CC[C@@H](NC(=O)C3CC3)[C@@H](CO)O2)nn1	0	-0.4	/	-2
C[C@@H]1CCCCO[C@@H](CN(C)C(=O)CCCN(C)C)[C@@H](C)CN([C@H](C)CO)C(=O)c2cc(NC(=O)Nc3ccccc3)ccc2O1	-6	-1.2	-59	22
C[C@@H]1CN([C@@H](C)CO)S(=O)(=O)c2ccc(-c3ccccc3F)cc2O[C@@H]1CN(C)Cc1cccnc1	-8	-0.8	101*	-42
CN(C)C(=O)c1cccc(-c2ccc(C3[C@@H]4CN(Cc5cncnc5)C[C@H]3N4)cc2)c1 (stereo partly specified)	-4&-3	0.7&0.2	/	11&16
CC(C)NC(=O)Nc1ccc2c(c1)CC(=O)N([C@@H](C)CO)C[C@@H](C)[C@@H](CN(C)Cc1ccc(Cl)c(Cl)c1)O2	17&10	1.3	/	0

As entered above.
For C diff growth, `C/C=C/c1ccc([C@@H]2[C@@H](CO)N[C@@H]2CN(C(=O)C2CCCC2)C(C)C)cc1` is entered as 1
For C diff growth, `CNC[C@@H]1Oc2cc(C#CC(C)(C)O)ccc2S(=O)(=O)N([C@H](C)CO)C[C@H]1C` is entered as -5
For Pf Dd2 inh, `C[C@H](CO)N1C[C@H](C)[C@@H](CN(C)S(=O)(=O)c2cccs2)Oc2ccc(N(C)C)cc2C1=O` is entered as 0
For Tcruzi prolif, `C[C@@H]1CN([C@H](C)CO)S(=O)(=O)c2ccc(C#CC3CC3)cc2O[C@@H]1CN(C)C(=O)C1CCCCC1` is entered as 89
For Pf Dd2 inh, `O=C(Nc1ccc(F)cc1)N[C@H]1CC[C@H](CCNS(=O)(=O)c2cccc(Cl)c2)O[C@@H]1CO` is entered as -8

Following part:
SMILES	C diff growth	GASC1 inh	Tcruzi prolif	Pf Dd2 inh
CO[C@H]1CN(C)C(=O)c2ccc(NS(C)(=O)=O)cc2OC[C@@H](C)N(CCC(F)(F)F)C[C@@H]1C	-5	-0.6	32	-8
O=C(C1CC1)N1CC(=O)N2[C@H](CO)[C@@H](c3ccc(-c4ccccc4F)cc3)[C@@H]2C1	-15	-1.1	/	-46
COc1cccc(NC(=O)N[C@H]2C=C[C@H](CC(=O)NCc3ccncn3)O[C@@H]2CO)c1	/	0.8	24	-11
C[C@@H](NC(=O)C[C@H]1C[C@@H]2c3cc(NC(=O)CC4CC4)ccc3O[C@@H]2[C@H](CO)O1)c1ccccc1	3	0.9	-32	-4
COc1ccc(NC(=O)N(C)C[C@H]2Oc3ccc(NC(=O)Cn4cnnn4)cc3CC(=O)N([C@@H](C)CO)C[C@@H]2C)cc1	-1	1.5	21	33
C/C=C/c1ccc2c(c1)O[C@H](CN(C)C(=O)c1cccnc1)[C@@H](C)CN([C@@H](C)CO)S2(=O)=O	-6	0.2	18	-7
C[C@H]1CN([C@@H](C)CO)C(=O)c2cccc(NC(=O)Nc3ccccc3)c2O[C@@H]1CN(C)C(=O)Nc1ccc2c(c1)OCO2	-7	/	7	13
O=C(NCC[C@@H]1CC[C@H](NS(=O)(=O)Cc2ccccc2)[C@H](CO)O1)C1CCCC1	-1	1.6	/	-1
O=C(C[C@@H]1C=C[C@@H](NC(=O)Nc2ccccc2F)[C@@H](CO)O1)NCc1ccc(Cl)cc1	0	0.9	-14	13
C[C@@H]1CCCCO[C@H](CN(C)S(=O)(=O)c2cn(C)cn2)[C@@H](C)CN([C@H](C)CO)C(=O)c2cc(NS(C)(=O)=O)ccc2O1	4	0.2	-71	44
COC(=O)C[C@H]1CC[C@H](NC(=O)c2ccccc2)[C@@H](CO)O1	1	0.1	17	9
CCNC(=O)[C@@H]1[C@@H](CO)[C@@H]2Cn3c(ccc(-c4cccc(F)c4)c3=O)[C@@H]2N1Cc1cc(F)ccc1F	-1	1.1	39	/
CCCNC(=O)N(C)C[C@H]1Oc2ncc(C#Cc3ccncc3)cc2C(=O)N([C@H](C)CO)C[C@@H]1C	5	18	-28	27
COc1ccc(NC(=O)N(C)C[C@H]2Oc3ccc(NC(=O)NC4CCCCC4)cc3CC(=O)N([C@@H](C)CO)C[C@@H]2C)cc1	-2	12	-9	-5
C[C@H]1CN([C@@H](C)CO)S(=O)(=O)c2ccc(/C=C/c3ccccc3)cc2O[C@H]1CN(C)C(=O)C1CC1	10	17	26	-66
Cc1noc(C)c1NC(=O)N(C)C[C@H]1Oc2c(NC(=O)Nc3ccc4c(c3)OCO4)cccc2C(=O)N([C@@H](C)CO)C[C@H]1C	0	2.1	94	-27
COCC(=O)Nc1ccc2c(c1)OC[C@H](C)N(C(=O)c1ccccc1F)C[C@@H](C)[C@H](OC)CN(C)C2=O	-2	1.6	30	15
CC(C)NC(=O)N(C)C[C@@H]1Oc2cc(C#Cc3ccccn3)ccc2S(=O)(=O)N([C@@H](C)CO)C[C@H]1C	-6&-8	0.6	7&18	-4&-17

Complete entries from above.
C[C@H]1CN([C@@H](C)CO)S(=O)(=O)c2ccc(/C=C/c3ccccc3)cc2O[C@H]1CN(C)C(=O)C1CC1 in the list: C diff growth = 10; GASC1 inh = 17; Tcruzi prolif = 26; Pf Dd2 inh = -66
CCNC(=O)[C@@H]1[C@@H](CO)[C@@H]2Cn3c(ccc(-c4cccc(F)c4)c3=O)[C@@H]2N1Cc1cc(F)ccc1F in the list: C diff growth = -1; GASC1 inh = 1.1; Tcruzi prolif = 39; Pf Dd2 inh = /
